# DAGLB inhibitor = blocks human DAGLB lipase activity | Q8NCG7 | AID 504411 | HEK293T DAGLB membrane lysate, EnzChek fluorogenic substrate | inhibition, % at 5.17 µM | hit rate 0.059% among 340,000; in the data active means inhibition above about 34%;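 further: 0% = enzyme with vehicle and 100% = wells lacking enzyme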
# Target sequence (Q8NCG7 whole entry, looked up): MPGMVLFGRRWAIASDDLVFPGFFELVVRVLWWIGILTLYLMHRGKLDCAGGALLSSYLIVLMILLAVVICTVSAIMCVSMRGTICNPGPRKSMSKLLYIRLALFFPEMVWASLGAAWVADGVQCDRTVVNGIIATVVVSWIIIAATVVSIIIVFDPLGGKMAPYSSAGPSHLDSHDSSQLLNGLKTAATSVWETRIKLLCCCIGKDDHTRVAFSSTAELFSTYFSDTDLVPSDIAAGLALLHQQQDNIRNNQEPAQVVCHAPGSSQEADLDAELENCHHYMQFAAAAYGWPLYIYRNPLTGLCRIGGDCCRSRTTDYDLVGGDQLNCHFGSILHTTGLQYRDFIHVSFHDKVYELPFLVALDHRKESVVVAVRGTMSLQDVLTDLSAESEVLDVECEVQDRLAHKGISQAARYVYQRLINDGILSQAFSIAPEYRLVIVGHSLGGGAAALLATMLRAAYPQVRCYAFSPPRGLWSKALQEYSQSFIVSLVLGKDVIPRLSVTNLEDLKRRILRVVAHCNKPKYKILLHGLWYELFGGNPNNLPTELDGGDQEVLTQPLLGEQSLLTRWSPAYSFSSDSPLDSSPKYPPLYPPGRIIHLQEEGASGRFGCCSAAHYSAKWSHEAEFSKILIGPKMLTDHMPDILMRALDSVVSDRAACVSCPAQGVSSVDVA
# Wnt bcat act = activators of Wnt/beta-catenin signaling; activation, % at 9.35 µM; hit rate 1.2% among 300,000; Wnt/beta-catenin reporter cell assay, activator, plate reader; in the data active means activation above about 30%, passing the limit was not always enough;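 further: 0% = neutral control wells and 100% = positive control wells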
# CAL PDZ FP = human CAL PDZ-peptide interaction inhibition; Q9HD26; purified CAL PDZ, TMR-peptide fluorescence polarization, 1 h; inhibition, % at 20 µM; hit rate 0.02% among 330,000;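 active means highest replicate inhibition of at least 40%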;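 further: plate controls were DMSO neutral control wells for no effect and unlabeled competitor peptide control wells for full effect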
#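 Control set: unlabelled peptide and DMSO controls / Material: purified CerCALP PDZ construct / Timing: 1 h incubation at room temperature before polarization reading / Doses: 20 µM, one dose / Detection: fluorescence polarization (mP)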
# PfHsp90 yeast 2 = growth inhibition of yeast expressing Plasmodium Hsp90; S. cerevisiae expressing PfHsp90, BacTiter-Glo ATP, 48 h; yeast lacking PDR1 and PDR3 efflux regulators; inhibition, % at 9.4 µM; hit rate 0.32% among 310,000; AID 504621;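 active means every replicate shows inhibition above about 80%, whatever the replicate mean, limit read from the data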;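 further: 0% = DMSO neutral controls and 100% = 20 µM radicicol positive controls; yeast relying on Plasmodium falciparum Hsp90 in place of its own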
# E coli growth = counter-screen for AddAB inhibitors: E. coli growth inhibition; inhibition, % at 11.9 µM; AID 449728; E. coli V3065 growth, OD600 absorbance, 18 h; hit rate 0.27% among 330,000;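 active means inhibition above the campaign's mean inhibition across all tested compounds plus 3 SD, cut at about 9.9% in these data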;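 further: uninfected addAB+ strain grown without phage in ampicillin broth; 0% = DMSO wells and 100% = ciprofloxacin 0.95 µg/ml wells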
# AddAB inh = less growth of phage-infected E. coli with AddAB. E. coli expressing H. pylori AddAB, absorbance growth. inhibition, % at 11.9 µM. AID 435030. hit rate 0.29% among 330,000; in the data active means inhibition above about 12%;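 further: 0% = vehicle wells of infected cells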
# Rtt109 Vps75 = C. albicans Rtt109 histone acetyltransferase inhibition; inhibition, % at 34.9 µM; hit rate 0.16% among 330,000; purified Rtt109/Vps75, ThioGlo CoA-SH fluorescence, 4 h; AID 540336;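 active means inhibition of at least 50% in every replicate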
# Target sequence (Q5AAJ8 whole entry, looked up): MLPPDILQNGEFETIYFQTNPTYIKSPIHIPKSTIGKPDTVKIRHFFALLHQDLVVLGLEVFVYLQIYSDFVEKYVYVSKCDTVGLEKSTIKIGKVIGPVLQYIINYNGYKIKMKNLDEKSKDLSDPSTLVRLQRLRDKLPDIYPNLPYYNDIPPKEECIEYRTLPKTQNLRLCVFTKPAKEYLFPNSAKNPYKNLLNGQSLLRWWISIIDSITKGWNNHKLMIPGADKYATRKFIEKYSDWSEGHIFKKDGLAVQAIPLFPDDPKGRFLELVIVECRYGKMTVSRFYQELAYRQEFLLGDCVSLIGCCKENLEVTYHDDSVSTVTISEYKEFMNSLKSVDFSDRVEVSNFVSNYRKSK
# PvdQ acylase = P. aeruginosa PvdQ acylase inhibition; inhibition, % at 10 µM; hit rate 0.063% among 340,000; purified PvdQ acylase, fluorescence plate reader; AID 488965; in the data active means inhibition above about 30%, passing the limit was not always enough;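 further: 0% = vehicle neutral wells and 100% = reference inhibitor wells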
# Tat export inh = blocks Tat-dependent protein export in E. coli; hit rate 0.036% among 340,000; AID 488895; inhibition, % at 10 µM; E. coli MC4100 TorA-mCherry Tat export, fluorescence;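 active means mean replicate inhibition at least 50% and at least half of replicates individually reaching 50%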;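 further: exported cargo escapes ClpAP degradation while cytoplasmic cargo is degraded and loses fluorescence; 0% = median of neutral control wells and 100% = median of NaSCN control wells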
# phage Ecoli inh = E. coli growth loss with phage present | growth absorbance | inhibition, % at 11.9 µM | hit rate 0.26% among 360,000; in the data active means inhibition above about 11%
# Starred values were filed as active, the others as inactive; nt = not tested or not shown.
SMILES,DAGLB inhibitor,Wnt bcat act,CAL PDZ FP,PfHsp90 yeast 2,E coli growth,AddAB inh,Rtt109 Vps75,PvdQ acylase,Tat export inh,phage Ecoli inh
Cc1ccc(C(=O)Cn2nnc3ccccc32)cc1C,0.4,47.0*,-2.9,-10.7,-2.4,0.9,-9.0,-6.7,-1.0,2.2
COc1ccc(C(=O)NC2CCCc3ccccc32)cc1 (configuration not stated),-1.5,9.8,-1.0,5.2,-3.0,4.6,-0.5,-9.7,12.0,-0.9
O=C(c1ccc(=O)oc1)N1CCOCC1,-0.3,-2.9,-2.1,11.3,-0.9,3.2,-8.6,-12.0,-3.8,0.4
COc1ccccc1/C=C/C=N/NC(=O)c1cc(-c2ccco2)[nH]n1,nt,3.4,-3.7,1.0,1.8,0.0,-0.4,-9.9,-8.3,2.6
O=C(/C=C/c1cccc(C(F)(F)F)c1)Nc1cccc(C(F)(F)F)c1,-11.9,nt,-2.0,105.2*,5.7,2.7,1.5,-3.6,10.4,5.4
O=C(COC(=O)c1c(F)cccc1F)Nc1ccc2[nH]c(=O)[nH]c2c1,1.9,-0.3,-2.1,5.6,-2.0,-0.6,-1.6,-4.5,7.0,3.6
c1coc(-c2ccnc(-n3cccc3)n2)c1,-2.3,-0.6,-0.1,nt,1.9,1.7,-1.4,-6.6,1.5,-1.1
CCOC(=O)CC(NC(=O)c1cccc2c1C(=O)N(Cc1cccnc1)C2)c1ccc(OC(C)C)cc1 (configuration not stated),-2.7,-2.3,-2.5,-7.4,-0.9,0.9,3.5,3.7,-1.2,1.1
CCN(CC)c1ccc(/C=N/NC(=O)c2c[nH]c3ccccc23)cc1,1.8,nt,0.7,6.6,0.0,3.8,-2.8,8.8,-9.7,3.4
O=C(CN1c2cccc3cccc(c23)S1(=O)=O)NCc1ccc2c(c1)OCO2,2.6,-3.2,-1.0,6.4,1.9,2.0,5.5,-4.3,-0.2,0.2
CCC(C(=O)OCc1csc(CC(=O)Nc2ccccc2C)n1)c1ccccc1 (configuration not stated),-5.8,0.1,0.8,-19.8,-1.2,-1.4,8.0,-13.5,13.9,1.7
CCCCNC(=O)C1CCN(S(=O)(=O)N2CCOCC2)CC1,0.7,-2.5,-0.8,-6.6,-0.7,2.2,8.5,0.0,0.3,3.4
COc1ccccc1N(CCC#N)C(=O)CSc1nnc2ccccn12,-3.7,0.2,0.8,1.3,-1.6,0.1,-4.1,6.5,-2.6,-1.2
COCCN(C(C)=O)c1nnc(-c2ccccn2)s1,1.2,nt,0.1,9.3,-0.1,-1.3,-1.6,3.7,-6.4,1.2
O=C1CCC(C(=O)OCC(=O)N2N=C3/C(=C\c4ccccc4)CCCC3C2c2ccccc2)N1 (configuration not stated),0.0,-2.1,-1.5,-27.9,nt,nt,10.3,-10.3,19.9,-0.6
CC(=O)Nc1ccc(S(=O)(=O)Nc2ccc(N3CCOCC3)c(F)c2)cc1,4.1,nt,-1.3,-12.1,-1.4,-2.7,-10.0,-15.8,1.2,0.6
Cc1ccc(NC(=O)CSc2ccc(-c3ccc4c(c3)OCO4)nn2)cc1F,-0.2,nt,0.4,-10.0,0.2,1.7,-7.9,-10.4,0.7,3.0
CCOc1ccc(NC(=O)c2ccccc2OC)cc1,-6.0,45.5*,0.9,-9.4,3.6,2.6,22.2,13.6,-11.2,2.0
O=C(O)c1c(-c2ccccc2)c2oc3ccccc3c2[nH]c1=O,-0.4,nt,-2.9,-8.6,-1.8,2.1,1.6,-4.5,0.2,2.2
C[C@H](CO)N1C[C@H](C)[C@@H](CN(C)CC2CCCCC2)Oc2ccc(NS(C)(=O)=O)cc2C1=O,2.9,-4.6,-0.8,7.5,3.8,5.1,-5.7,-1.0,-4.1,2.4
CCCC(c1nnnn1Cc1ccc(F)cc1)N1CCN(CC)CC1 (configuration not stated),-0.1,1.3,-0.1,-8.4,-0.6,5.8,-5.5,-8.5,1.8,4.0
CCOC(=O)N1CCc2c(sc3c2c(=O)n(Cc2ccccc2)c(=O)n3Cc2ccc(C)cc2)C1,-1.6,1.0,-0.3,-6.7,0.5,1.6,-3.4,-8.5,-1.9,3.0
COc1ccc(C(=O)O)cc1S(=O)(=O)NC1CCN(Cc2ccccc2)CC1,-2.5,-4.9,0.4,5.8,-2.3,0.3,2.7,5.7,-6.5,3.8
CCn1cc(C(=O)NCC2CCCO2)c(=O)c2cc(S(=O)(=O)N(C)C)ccc21 (configuration not stated),-0.7,-2.3,0.5,nt,-2.4,3.2,-5.7,3.2,6.3,0.6
COc1cccc(N2CCN(CC(=O)Nc3nc4c(s3)CC(C)CC4)CC2)c1 (configuration not stated),-2.0,nt,-0.4,14.7,-3.1,-2.3,11.1,-5.0,10.6,1.2
CCCOC(=O)c1ccc(NC(=O)c2cc(=O)[nH]c3ccccc23)cc1,3.9,-1.4,-2.8,-22.9,0.1,-0.7,-2.5,-5.0,1.8,1.5
C=CCN1C(=O)c2ccc(C(=O)N(C)CC(=O)Nc3ccccc3C(F)(F)F)cc2C1=O,1.7,-1.2,0.1,10.2,0.6,2.1,-2.9,-3.5,0.8,2.4
Cc1ccc(OCCNC(=O)CNC(=O)c2ccc(Cl)c([N+](=O)[O-])c2)cc1,-0.4,-10.3,-1.4,1.7,1.3,2.0,2.1,1.3,-1.9,1.5
COc1cc(NC(=O)C2CCCN(S(=O)(=O)c3ccc4c(c3)CCCN4C(C)=O)C2)cc(OC)c1 (configuration not stated),-3.1,-3.0,-3.4,5.3,2.4,0.8,4.2,10.7,6.6,3.0
Cc1nc(CNS(=O)(=O)c2ccc3ccccc3c2)cs1,0.0,-1.8,-0.8,15.4,0.3,-2.2,-0.5,8.6,2.0,2.2

# A different layout for part of the listing above:
compound	DAGLB inhibitor	Wnt bcat act	CAL PDZ FP	PfHsp90 yeast 2	E coli growth	AddAB inh	Rtt109 Vps75	PvdQ acylase	Tat export inh	phage Ecoli inh
CCC(C(=O)OCc1csc(CC(=O)Nc2ccccc2C)n1)c1ccccc1 (configuration not stated)	-5.8	0.1	0.8	-19.8	-1.2	-1.4	8.0	-13.5	13.9	1.7
CCCCNC(=O)C1CCN(S(=O)(=O)N2CCOCC2)CC1	0.7	-2.5	-0.8	-6.6	-0.7	2.2	8.5	0.0	0.3	3.4
COc1ccccc1N(CCC#N)C(=O)CSc1nnc2ccccn12	-3.7	0.2	0.8	1.3	-1.6	0.1	-4.1	6.5	-2.6	-1.2

# (further entries)
SMILES,DAGLB inhibitor,Wnt bcat act,CAL PDZ FP,PfHsp90 yeast 2,E coli growth,AddAB inh,Rtt109 Vps75,PvdQ acylase,Tat export inh,phage Ecoli inh
O=C(N/N=C/c1cccc(O)c1)c1ccc2c(c1)OCCO2,0.0,23.5,-1.6,-6.6,-1.2,-0.9,4.8,12.4,-0.3,-0.2
O=c1ccc2ccc(OCCOc3cccc(Cl)c3)cc2o1,-2.8,4.9,-2.7,-14.1,2.6,4.2,-8.7,5.4,2.6,3.1
C=CC[C@@H](CC(=O)NCCO)C(=O)N[C@H](COC(=O)[C@H](CC=C)CC(=O)OC(C)(C)C)Cc1c[nH]c2ccccc12,-0.7,-1.5,-0.3,6.5,-3.4,2.0,-13.3,-12.5,10.1,-1.4
O=C(Cc1cccs1)N1CCCC(c2nc3c(nnn3Cc3ccccc3Cl)c(=O)[nH]2)C1 (configuration not stated),3.0,nt,nt,2.2,-4.5,0.3,-7.6,-2.4,1.9,3.7
Cn1c(C(=O)N2CCCC(C(=O)c3ccc(C(F)(F)F)cc3)C2)cc(=O)n(C)c1=O (configuration not stated),-0.3,-2.4,-0.3,20.4,-2.0,-1.1,-5.1,-5.7,3.9,1.4
Cc1c(Cl)cccc1NC(=O)CCC(=O)NNC(=O)c1ccco1,0.2,nt,-1.9,-14.9,-0.4,-1.3,-2.2,10.1,17.1,2.8
O=C(Nc1ccc(Cl)c(Cl)c1)Nc1nnc(CC2=CCCCC2)s1,-0.3,-0.3,-2.4,-9.0,-0.6,0.4,-1.0,-1.6,20.3,4.6
O=C(N/N=C/c1ccccc1O)C1(O)c2ccccc2-c2ccccc21,-0.2,-6.1,-3.5,11.2,-3.0,-2.5,-3.5,9.4,1.7,3.1
Cc1ccccc1Oc1ccc(Oc2ccccc2C)nn1,-4.1,24.6,-1.5,-1.2,-0.2,0.6,-2.1,-3.7,6.6,2.6
CCn1c(SCC(=O)NCC2CCCO2)nc2ccccc21 (configuration not stated),2.6,1.9,-0.8,5.4,0.0,0.7,-3.5,-9.5,-20.4,0.0
COc1ccccc1/C=C1\SC(=O)N(CC(=O)N(C)C2CCS(=O)(=O)C2)C1=O (configuration not stated),-1.6,-0.3,-1.1,4.0,-2.3,2.2,10.9,2.2,-0.8,-1.4
CCOc1ccc(C(=O)N2CCCC(c3nc(-c4cccs4)no3)C2)cc1 (configuration not stated),-3.0,-2.2,1.5,1.6,-3.0,1.3,-12.6,-4.8,1.6,1.5
N/C(Cc1ccc([N+](=O)[O-])cc1)=N\OC(=O)CC1CCCCC1,-3.0,nt,0.6,8.3,-2.1,-2.5,-1.1,-4.0,-4.4,0.6
CN(C)S(=O)(=O)N1CCC(CCCC2CCN(S(=O)(=O)N(C)C)CC2)CC1,-2.3,nt,-1.0,0.5,-0.6,0.2,-0.1,8.9,5.1,2.1
Cn1c(=O)n(C)c2cc(NS(=O)(=O)c3ccc(Br)s3)ccc21,-0.3,0.4,0.1,-1.4,1.4,0.1,3.9,-1.9,-1.5,4.3
CC(=O)Nc1ccc(OCC(O)Cn2nc(C)c(Br)c2C)cc1 (configuration not stated),-0.3,nt,nt,9.4,0.3,2.6,-5.6,-6.8,7.0,1.1
O=C(c1ccccc1Sc1c(Cl)cccc1[N+](=O)[O-])N1CCOCC1,1.0,-3.3,-0.3,3.3,1.5,1.2,-6.2,3.1,4.5,2.8
N=C(N)N=Nc1c(O)[nH]c2ccc(Br)cc12,4.2,0.7,0.0,4.9,1.6,4.5,11.2,0.4,-0.2,8.1
COc1cccc(/C=N\NC(=O)c2cc(OCC(F)(F)F)ccc2OCC(F)(F)F)c1,-4.5,-2.2,0.1,9.9,-0.9,0.7,-1.0,-11.7,0.3,2.0
O=C(OCC(O)C(O)C(O)COC(=O)c1ccccc1)c1ccccc1 (configuration not stated),-4.3,-0.1,-0.1,-19.6,nt,nt,-5.7,-13.8,-4.7,-0.1
CCn1cc([N+](=O)[O-])c(C(=O)NCc2ccc3c(c2)OCO3)n1,0.0,-4.3,-0.7,18.6,1.8,1.1,-7.5,-12.3,-0.3,0.9
Cc1ccc(NC(=O)c2cc(S(=O)(=O)N3CCOCC3)cs2)cc1,3.0,3.2,-0.9,9.6,-0.1,1.1,0.4,-4.8,-8.6,2.1
CCCOc1ccc(/C=N/Nc2ccccc2[N+](=O)[O-])c(OCCC)c1,5.4,6.8,-0.6,22.5,-0.6,1.1,2.8,6.5,-0.6,0.7
Cc1cccc(-n2c(O)c(/C=N/NC(=O)c3ccccc3Cl)c3ccccc3c2=O)n1,1.6,-5.5,-2.0,-7.3,-0.9,-2.9,64.4*,7.1,10.4,4.3

# A different layout for some results above:
SMILES | DAGLB inhibitor | Wnt bcat act | CAL PDZ FP | PfHsp90 yeast 2 | E coli growth | AddAB inh | Rtt109 Vps75 | PvdQ acylase | Tat export inh | phage Ecoli inh
CCn1cc([N+](=O)[O-])c(C(=O)NCc2ccc3c(c2)OCO3)n1 | 0.0 | -4.3 | -0.7 | 18.6 | 1.8 | 1.1 | -7.5 | -12.3 | -0.3 | 0.9
Cc1ccc(NC(=O)c2cc(S(=O)(=O)N3CCOCC3)cs2)cc1 | 3.0 | 3.2 | -0.9 | 9.6 | -0.1 | 1.1 | 0.4 | -4.8 | -8.6 | 2.1
CCCOc1ccc(/C=N/Nc2ccccc2[N+](=O)[O-])c(OCCC)c1 | 5.4 | 6.8 | -0.6 | 22.5 | -0.6 | 1.1 | 2.8 | 6.5 | -0.6 | 0.7

# Screening data as filed in PubChem.
